VHR inh color: blocks the human dual specificity phosphatase VHR1 | P51452 | AID 1992 | inhibition, % at 20 µM | actives 0.7% (n = 50,000) | recombinant VHR phosphatase, colorimetric substrate read-out; in the data active means inhibition above about 60%; further: some results filed as inactive read as strong as hits
Target sequence (P51452 whole entry, looked up): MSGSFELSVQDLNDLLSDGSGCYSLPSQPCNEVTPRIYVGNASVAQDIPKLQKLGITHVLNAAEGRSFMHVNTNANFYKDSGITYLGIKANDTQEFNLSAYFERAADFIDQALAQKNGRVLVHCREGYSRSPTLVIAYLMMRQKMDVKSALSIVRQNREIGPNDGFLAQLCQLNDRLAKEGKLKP
Numbers without * were called inactive. Not all compounds are listed; the hit share may differ from the screen's.

SMILES | VHR inh color
CCOc1ccc(N2C(=O)CC(C(C)c3ccccc3)C2=O)cc1 (centres undefined) | 4
Cc1n[nH]c(C)c1Sc1ccc(Br)cc1 | -2
O=[N+]([O-])c1cnc(-c2ccccc2)nc1 | -39
COc1cccc(N2C(=O)C(=O)/C(=C(\O)c3ccccc3)C2c2cccc(F)c2)c1 (centres undefined) | 19
Cc1ccc2nc(NC(=O)C3CCCCC3C(=O)O)sc2c1 (centres undefined) | -3
COc1ccc(N(Cc2ccc(C(=O)NC3CCCCC3)cc2)S(=O)(=O)c2ccccc2)cc1 | 7
O=C(CC(=O)c1ccccc1)Nc1cccnc1 | -4
O=C(Nc1ccc(-c2nnc(-c3ccccc3)o2)cc1)c1cccs1 | 2
CCCOC(=O)c1cccc(NC(=O)c2cccs2)c1 | -8
O=C1N=C(N=Nc2c(O)[nH]c3ccccc23)S/C1=C/c1ccc(Br)cc1 | -7
CCn1c2ccccc2c2cc(CNc3ccc(C)c(C)c3)ccc21 | -57
C=C(C)COc1ccc2oc(C)c(C(=O)OC)c2c1 | -18
CCc1ccc(CN2CCN(C(=O)COc3ccc(Cl)cc3)CC2)cc1 | -14
Cc1ccc(NC(=S)NC(=O)c2ccco2)cc1 | -3
CC/C(=C\c1cc(Br)c(O)c(OC)c1)[N+](=O)[O-] | -36
COc1cc(NC(=O)c2cc3ccccc3o2)ccc1NC(=O)c1ccco1 | 6
CCOc1cc(OCC)cc(C(=O)Nc2cc(C)ccn2)c1 | -4
CCOC(=O)CSc1nc2sc3c(c2c(=O)n1-c1ccccc1)CCN(C)C3 | -13
COc1ccc(-c2cc(C(F)(F)F)n3nc(C(N)=O)c(Cl)c3n2)cc1OC | -20
CCOC(=O)c1ccc(Nc2nc3nonc3n3cnnc23)cc1 | -15
CCN(C(=O)CN1C(=O)c2ccccc2C1=O)c1ccccc1C | -15
CC(C)(C)NC(=O)c1cccc(C(=O)Nc2cccc(O)c2)c1 | 0
COc1ccc(C(=O)NCCN(C)C)cc1OC | -45
NNc1nnc2c(n1)[nH]c1ccc(Br)cc12 | 37
COC(=O)c1ccccc1NC(=O)c1ccc(-c2cccc(Cl)c2)o1 | 4
CCc1cc(=O)oc2cc(OC(C)=O)ccc12 | -25
O=C1CC(N2CCN(c3ccc(Cl)cc3)CC2)C(=O)N1CCc1ccccc1 (centres undefined) | -16
Cc1cc(C)nc(/N=C(/N)C2=C(O)CC(C)(C)CC2=O)n1 | -2
COC(=O)c1c(C)oc2cc(Br)c(OCC(=O)OC(C)(C)C)cc12 | -11
COc1ccc(/C=C/C(=O)N2CCCCCC2)cc1Br | -18
O=C1CC(NCc2ccco2)C(=O)N1CCc1ccccc1 (centres undefined) | -11
Cc1cc(NC(=O)CN2CCOCC2)c2ccccc2n1 | 2
Cc1c(Cl)cccc1NC(=O)C(=O)NC1CC(C)(C)NC(C)(C)C1 | -11
CCOc1ccc(C(=O)Nc2sc(C)c(C)c2C(N)=O)cc1 | 3
COc1ccc(N/C=C/C(=O)c2ccc(C)cc2)c(OC)c1 | -8
O=C(c1cccs1)N1CCN(c2cc(N3CCCC3)c(F)cc2[N+](=O)[O-])CC1 | -2
COc1ccc(CCNC(=O)c2ccccc2N(Cc2ccccc2)S(=O)(=O)c2ccccc2)cc1OC | -2
CCOc1ccc(NC(=O)CC2S/C(=N\N=C3/C=C(C)CC(C)(C)C3)NC2=O)cc1 (centres undefined) | 7
Cc1ccc(N2C(=O)/C(=C/c3ccc(F)cc3)SC2=S)cc1C | -6
O=C(Nc1ccc(-c2nc3ccccc3o2)c(O)c1)c1ccc(-c2ccc(Cl)cc2Cl)o1 | 2
COc1cc(/C=C/C(=O)c2c(-c3ccccc3)c3cc(Cl)ccc3[nH]c2=O)cc(Br)c1OC | -14
COc1cc2ccccc2cc1C(=O)Nc1ccc(S(=O)(=O)Nc2nc(C)cc(C)n2)cc1 | -11
N/C(=N\OC(=O)CCc1ccccc1)c1cccnc1 | -3
O=C1c2ccccc2C(=O)N1/N=C/c1ccc(Oc2ccc([N+](=O)[O-])cn2)cc1 | 14
Cc1ccc(-c2nc3ccc(Br)cc3c(C(=O)O)c2C)cc1 | -9
O=C(NCCCO)/C(=C/c1ccc(-c2cccc([N+](=O)[O-])c2)o1)NC(=O)c1ccccc1 | -30
CCOC(=O)/C(C#N)=C\c1cc(OC)c(OC)cc1[N+](=O)[O-] | 4
COC(=O)c1c(C)c(-c2cccs2)nc2ccccc12 | -19
CC1CN(c2ccc(C(F)(F)F)cc2[N+](=O)[O-])CCN1 (centres undefined) | -35
O=C(NCCNc1ccccc1[N+](=O)[O-])c1ccccc1F | -15

The closing three compounds of the part above are carried over, then new ones follow:
SMILES | VHR inh color
COC(=O)c1c(C)c(-c2cccs2)nc2ccccc12 | -19
CC1CN(c2ccc(C(F)(F)F)cc2[N+](=O)[O-])CCN1 (centres undefined) | -35
O=C(NCCNc1ccccc1[N+](=O)[O-])c1ccccc1F | -15
O=C(Nc1ccc(Cl)c(Cl)c1)Nc1nnc(SCc2ccccc2)s1 | -4
CCN(CC)C(=O)Nc1ccc(Cl)cc1 | -21
COc1ccc(CCNC(=O)c2ccc([N+](=O)[O-])c(C)c2)cc1OC | 2
Cc1ccc(-c2cc(C(=O)Nc3ccccc3)c3ccccc3n2)cc1 | 12
COc1ccc2c(c1)c(C(C)=O)c(C)n2C | -6
CCOc1ccc(C(=O)Nc2cc(Cl)cc(Cl)c2)cc1Cl | -22
CCN(CC)S(=O)(=O)c1ccc(N=Cc2c(C)[nH]n(-c3ccc(Cl)cc3)c2=O)cc1 | -25
Cc1cc(OCC(=O)Nc2ccc3c(c2)OCO3)ccc1Br | 2
Cc1ccc(CNC(=O)C(=O)Nc2cccc3ccccc23)cc1 | -28
Cc1ccc(OCC(=O)Nc2c(C(C)C)cccc2C(C)C)cc1C | -3

2 compounds drawn at random from those above:
SMILES | VHR inh color
Cc1cc(OCC(=O)Nc2ccc3c(c2)OCO3)ccc1Br | 2
Cc1ccc(OCC(=O)Nc2c(C(C)C)cccc2C(C)C)cc1C | -3

(more compounds)
Structure	VHR inh color
O=C1NC(=O)N(c2ccc(Cl)cc2)C(=O)/C1=C/c1cc(Cl)c(O)c(Cl)c1	-1
O=C(Nc1ccc(Br)cc1)C1CC(=O)N(c2ccc(Cl)cc2)C1 (centres undefined)	-2
O=C(Nc1ncc(Cc2cccc(C(F)(F)F)c2)s1)c1ccccc1Br	3
O=C(Nc1cccc(NC(=O)c2ccccc2Cl)c1)c1ccc2c(c1)OCCO2	-7
CC(=O)Nc1nc2n(n1)C(=O)CC(c1ccccc1)=N2	6
CN1C(c2ccccc2)CC(=NO)CC1c1ccccc1 (centres undefined)	-41
Cn1c2ccc(CC(N)=O)cc2c2cc(CC(N)=O)ccc21	10
Cc1cc(NC(=O)C2CC3CCC2C3)no1 (centres undefined)	-5
CC(=O)c1ccc(NC(=S)NC(NC(=O)c2ccccc2Br)C(Cl)(Cl)Cl)cc1 (centres undefined)	100
N#C/C(=C(/O)c1cccc2ccccc12)c1nc2ccccc2[nH]1	11
O=[N+]([O-])c1ccc(-c2noc(-c3cccc(Br)c3)n2)cc1	17
Cc1cc(=O)[nH]c(NCc2ccccc2)n1	-6
Nc1cc(NCCCO)ccc1[N+](=O)[O-]	12
Brc1ccccc1CN1CCN(Cc2ccco2)CC1	5
Cc1cccc(C)c1OCC(=O)Nc1nccs1	1
CC(C)C1=NN2C(=N)/C(=C/c3cc(Cl)ccc3OCc3ccccc3)C(=O)N=C2S1	27
CC1=C(C(=O)Nc2ccc(Cl)cc2)C(c2ccc(Br)cc2)NC(=O)N1 (centres undefined)	-13
CCCOc1ccccc1NC(=O)CC1Nc2cc(C)c(C)cc2NC1=O (centres undefined)	4
CCCOc1cccc(NC(=O)c2c(-c3ccccc3)noc2C)c1	-56
CCOc1ccc(-c2cc(C)n3nc(C(=O)Nc4ccc(C(C)=O)cc4)cc3n2)cc1	-1
Cn1c(C=Nc2ccccc2O)nc2ccccc21	6
CC(=Nc1ccccc1C(F)(F)F)C1=C(O)c2ccccc2C1=O	-38
CC1=[N+]([O-])C(C)(C)C(c2ccco2)=[N+]1[O-]	-4
CCOc1ccc(N2C(=O)S/C(=C\c3ccco3)C2=O)cc1	30
COc1ccc(C2Nc3ccccc3NC3=C2C(=O)CC(c2ccc(Cl)cc2)C3)cc1OC (centres undefined)	22
Cc1cccc(C)c1-n1c(C)cc(/C=N/NC(=O)c2cccnc2)c1C	17
O=C(O)CCCCCN1C(=O)C(=O)/C(=C(/O)c2ccc([N+](=O)[O-])cc2)C1c1ccc(Cl)cc1 (centres undefined)	-22
CC(=O)Oc1ccc(NC(=O)CC2Sc3ccccc3NC2=O)cc1 (centres undefined)	-12
COc1cc(C2Nc3ccccc3NC3=C2C(=O)CC(c2ccc4c(c2)OCO4)C3)ccc1OC(C)=O (centres undefined)	1
Cc1ccc(NCC(=O)N=Nc2c(O)[nH]c(=O)[nH]c2=O)cc1	4
CCOC(=O)C1=C(C)NC(C)=C(C(=O)OC)C1c1cc(Cl)cc(Cl)c1OC (centres undefined)	-11
O=[N+]([O-])c1ccc(-c2nc(Cc3c(F)cccc3Cl)no2)cc1	-4
O=S1(=O)N=C(Oc2cccc3ccccc23)c2ccccc21	-13
COc1ccc(C=Nc2ccc3c(c2)nc(C)n3C)cc1	-11
Cc1cc(C=C2C(=O)NC(=O)NC2=O)c(C)n1-c1ccc(N2CCOCC2)cc1	-2
COc1cccc(N2C(=O)NC(=O)/C(=C/C=C/c3ccccc3[N+](=O)[O-])C2=O)c1	21
Nc1nonc1C(=O)N/N=C/c1cccc(OCC(=O)O)c1	-33
CC(=O)Nc1cccc(Nc2nc3ccccc3nc2NS(=O)(=O)c2ccc(Cl)cc2)c1	3
N#CCCN(CCc1ccccc1)S(=O)(=O)c1cccc2nsnc12	-17
CC1=NN(c2ccccc2)C(=O)/C1=C\c1c(O)n(-c2ccc(C)cc2)[nH]c1=O	-33
CCOc1ccc2cc(C(=O)c3ccccc3)c(=O)oc2c1	-16
N#Cc1c(NC(=O)CN2C(=O)c3cccc4cccc(c34)C2=O)sc2c1CCCC2	-6
CCCCCc1c(O)nc(SCC(=O)O)[nH]c1=O	36
CCOC(=O)N1CCN(c2ccccc2)CC1	0
COc1ccc(C(=O)N2CCN=C2c2ccccc2)cc1OC	-20
CC(C)CN1C(=O)/C(=C/C2CC=CCC2)SC1=S (centres undefined)	-12
CN(C)c1ccc(/C=N/NC(=O)c2cc(=O)[nH]c3ccccc23)cc1	8
Cc1ccc(S(=O)(=O)NC(C)C2C3CC4CC(C3)CC2C4)c(C)c1 (centres undefined)	8
CC(C)c1ccc(/C=C2/SC(=O)N(c3ccccc3)C2=O)cc1	-2
O=C1/C(=C\c2cccc3ccccc23)SC(=S)N1CCc1ccccc1	-10

Sorted by molar mass (lowest first): 3 of the compounds above
Structure	VHR inh color
CCCCCc1c(O)nc(SCC(=O)O)[nH]c1=O	36
Nc1nonc1C(=O)N/N=C/c1cccc(OCC(=O)O)c1	-33
CC1=NN(c2ccccc2)C(=O)/C1=C\c1c(O)n(-c2ccc(C)cc2)[nH]c1=O	-33

Remaining list, next part
Structure	VHR inh color
O=c1oc2cc(OCc3ccccc3)c(Cl)cc2c2c1CCCC2	-2
Cc1ccc(-c2csc(NC(=O)c3ccc(S(=O)(=O)N4CCCCCC4)cc3)n2)cc1	7
C=C(Br)CSc1nc2ccccc2[nH]1	-10
CC(=O)c1cccc(NC(=O)Cc2cccs2)c1	-10
CC(=O)Nc1ccc(S(=O)(=O)NC(=O)C23CC4CC(CC(C4)C2)C3)cc1	-5
C(=N\Nc1ncnc2sc3c(c12)CCC3)/c1ccco1	1
COc1cc(/C=c2\sc3nc4ccccc4n3c2=O)cc(Cl)c1OCCOc1ccc(Br)cc1	-21
COc1cc(/C=C2/SC(=S)N(c3ccccc3)C2=O)cc(Cl)c1OCc1ccccc1	-24
CN(C)c1ccc(NC(=O)/C=C\C(=O)O)cc1	-14
COc1ccc(/C=C2\SC(=O)N(CCC(=O)Nc3cccc(C)c3)C2=O)cc1OC	80*
COc1ccc(-c2cc(-c3cc(Cl)ccc3O)[nH]n2)cc1OC	-9
O=C(O)c1ccccc1-c1ccccc1C(=O)N1CCCCC1	5
COc1cccc(-c2nnc(-c3ccncc3)o2)c1	-16
O=C(c1cc(-c2ccccc2Cl)nc2ccccc12)N1CCN(c2ccc(F)cc2)CC1	-9
C/C(=C\c1ccc(Cl)cc1)C(=O)c1c(C)cc(C)[nH]c1=O	-10
O=C(Nc1ccc(OC(F)(F)C(F)F)cc1)C(c1ccccc1)c1ccccc1	6
CN(C(=O)NS(=O)(=O)c1ccccc1Cl)c1nc(OCC(F)(F)F)nc(OCC(F)(F)F)n1	-6
COc1ccc(S(=O)(=O)NCc2ccc3c(c2)OCO3)cc1[N+](=O)[O-]	-6
Cc1ccc(-c2nc3ncccc3o2)cc1NC(=O)C1CCCCC1	3
Cc1cc(NC(=O)c2ccc(Br)o2)no1	-4
Cc1cc(C(F)(F)F)nn1CC(=O)Nc1ccccc1C(F)(F)F	-50
O=C(COC(=O)c1cccc([N+](=O)[O-])c1)c1ccc(Br)cc1	1
CC(=O)Oc1ccc(C(=O)Nc2ccc3c(c2)C(=O)N(c2ccccc2)C3=O)cc1	0
CC(C)CNC(=O)/C=C/c1ccccc1	-6
COc1c(Cl)cc(C(=O)Nc2ccc(N3CCCCC3)cc2)cc1Cl	2

Brought forward from above: 2 entries; new compounds follow.
Structure	VHR inh color
CC(C)CNC(=O)/C=C/c1ccccc1	-6
COc1c(Cl)cc(C(=O)Nc2ccc(N3CCCCC3)cc2)cc1Cl	2
CCCCOCC(O)CSCCCC (centres undefined)	7
Cc1ccc(N2C(=O)NC(=O)/C(=C\c3ccc(I)cc3)C2=O)cc1	-5
CC(C)CN1C(=O)/C(=C/c2ccc(O)cc2)SC1=S	16
CCN(CC)S(=O)(=O)c1cc(C(=O)NC2CCCCC2)ccc1C	-3

Bioassay records as filed in PubChem BioAssay.
